# High-throughput results as filed in PubChem BioAssay.
# Yeast life ext: yeast lifespan extension; actives 0.68% (n = 130,000); AID 775; S. cerevisiae growth with nicotinamide, OD615; deaD strain in restrictive glucose medium; inhibition of the nicotinamide effect, % at 10 µM;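 active means inhibition above a set limit, placed 3 SD over the median of all compounds, cut at about 26% in these data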;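 further: 0% = nicotinamide-treated wells and 100% = cells grown without nicotinamide; some compounds called inactive have numbers as strong as hits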
#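 System: DeaD-strain S. cerevisiae / Buffer or medium: CSMM-D, restrictive glucose (dextrose) synthetic minimal medium / Probe or stimulus: nicotinamide, 1.5 mM, co-present with compound / Compound: one concentration, 10 µM, DMSO 0.25% / Incubation: 48 h compound exposure at 30 °C, humidified / Technique: optical density (absorbance) at 615 nm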
# NPY Y2 blocker: antagonists of human neuropeptide Y receptor Y2 | inhibition, % at 2.7 µM | AID 793 | actives 0.99% (n = 140,000) | NPY-Y2 expressing cells, antagonist mode; in the data active means inhibition above about 17%;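 further: 0% = vehicle with agonist challenge and 100% = reference antagonist with challenge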
# Target sequence (P49146 whole entry, looked up): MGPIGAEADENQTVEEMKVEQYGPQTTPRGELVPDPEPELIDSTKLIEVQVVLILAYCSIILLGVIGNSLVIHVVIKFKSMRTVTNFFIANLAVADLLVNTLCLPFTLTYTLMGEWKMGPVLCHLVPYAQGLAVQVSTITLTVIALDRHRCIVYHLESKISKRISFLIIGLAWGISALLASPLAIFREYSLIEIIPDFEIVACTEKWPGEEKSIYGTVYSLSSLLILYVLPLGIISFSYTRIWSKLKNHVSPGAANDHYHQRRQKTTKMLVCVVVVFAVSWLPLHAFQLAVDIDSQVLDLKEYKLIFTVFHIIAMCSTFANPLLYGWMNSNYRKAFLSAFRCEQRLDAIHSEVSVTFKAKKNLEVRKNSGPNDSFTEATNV
# Yeast growth inh: chemicals that inhibit yeast BB579 growth in restrictive medium (lifespan-shortening candidates); actives 0.51% (n = 140,000); inhibition, % at 10 µM; AID 804; S. cerevisiae BB579 growth, OD615, 48 h;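 active means inhibition above a set limit, 3 SD over the mean compound inhibition, cut at about 44% in these data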; further: inactives centre near -24
#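 Assay system – yeast BB579 (DeaD) · Dosing – single compound dose of 10 µM, 0.25% DMSO final · Detection – OD615 turbidity measurement · Buffer or medium – CSMM-D restrictive synthetic medium containing dextrose (glucose) · Benchmarks – positive control amphotericin B 10 µg/mL · Incubation – 48 h exposure, 30 °C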
# Measles CPE: protection of cells from measles virus. Measles virus-infected cells, CPE protection, absorbance. protection (pct of control), % at 4 µM. actives 1.5% (n = 140,000). AID 841; in the data active means protection mostly above about 24%, no sharp cut-off; inactive means mostly below about 26%; further: some compounds called inactive have numbers as strong as hits
# Phagocyt inh: macrophage phagocytosis inhibition; inhibition, % at 5 µM; J774A.1 macrophage IgG-bead phagocytosis, imaging; actives 0.07% (n = 110,000);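 active means inhibition above the mean of the plate negative controls plus 5 SD, cut at about 13% in these data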;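 further: phagocytic index as fraction of beads internalized from green versus red external bead signal; plate controls were DMSO negative control for no effect and cytochalasin-D positive control for full effect; some results beyond the cut were filed as inactive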
# E-sel TNF inh: blocks E-selectin expression induced by TNF alpha; HUVEC TNFa-induced E-selectin immunofluorescence, high content; inhibition, % at 2 µM; actives 0.71% (n = 120,000); AID 1246;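 active means inhibition above the batch mean plus 3 SD, and confirmed as a hit on visual image review, cut at about 43% in these data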;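 further: 0% = TNF-stimulated DMSO wells and 100% = unstimulated control wells; not every result past the cut was called active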
# GALR2 antag: blocks the human galanin receptor 2; O43603; GALR2-expressing cells, antagonist mode; inhibition, % at 4 µM; actives 0.39% (n = 140,000); AID 828; in the data active means inhibition above about 27%;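 further: cells stimulated with galanin 1-16 at roughly its EC80; 0% = agonist challenge control and 100% = basal control without agonist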
# Target sequence (O43603 whole entry, looked up): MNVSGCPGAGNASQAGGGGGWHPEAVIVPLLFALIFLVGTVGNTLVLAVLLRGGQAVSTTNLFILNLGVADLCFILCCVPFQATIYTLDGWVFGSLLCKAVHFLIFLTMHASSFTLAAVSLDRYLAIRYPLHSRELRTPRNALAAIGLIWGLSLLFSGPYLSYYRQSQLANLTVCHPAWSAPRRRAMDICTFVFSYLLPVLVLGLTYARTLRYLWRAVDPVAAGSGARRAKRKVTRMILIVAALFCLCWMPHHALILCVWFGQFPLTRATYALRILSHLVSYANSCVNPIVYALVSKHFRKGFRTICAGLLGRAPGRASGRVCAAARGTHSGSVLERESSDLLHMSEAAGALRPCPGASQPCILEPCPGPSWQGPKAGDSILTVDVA
# bCat KO growth: beta-catenin-lacking colon tumor cell growth suppression | HCT116 beta-catenin knockout viability, CellTiter-Glo, 60 h; active compounds read low | viability, % at 10 µM | actives 1.5% (n = 140,000);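 active means viability at or under a set limit, the compound median less 4 SD, cut at about 6% in these data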;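 further: 0% = Hyamine 1622 control at 20 µM and 100% = untreated cell control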
# MRP-1 activ: activators of MRP-1; H69AR cells + doxorubicin, viability rescue, CellTiter-Glo; viability increase, % at 10 µM; actives 0.61% (n = 140,000); AID 799;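 active means viability gain under doxorubicin at or above a set limit, the compound median plus 3 SD, cut at about 4.7% in these data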;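 further: MRP-1 overexpressing cells given doxorubicin 25 µM after compound pretreatment; 18-22 h compound pretreatment then 72 h with doxorubicin before readout; 0% = doxorubicin-only wells and 100% = vehicle-treated cells without doxorubicin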
# HCT116 PTEN-null: suppresses growth of cells with PTEN deletion; HCT116 PTEN-null viability, CellTiter-Glo, 60 h; active compounds read low; viability, % at 10 µM; actives 1.2% (n = 140,000);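 active means viability at or below a set limit, 4 SD under the median of all tested compounds, cut at about 3.7% in these data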;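 further: PTEN knockout HCT116 line with beta catenin targeted HCT116 as companion control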
# * hit, by the source's call; . = no result given.
# Results follow in this order: Yeast life ext	NPY Y2 blocker	Yeast growth inh	Measles CPE	Phagocyt inh	E-sel TNF inh	GALR2 antag	bCat KO growth	MRP-1 activ	HCT116 PTEN-null
COc1cc(C)nc(NC(=O)COc2ccc(Cl)cc2C)n1
  -14.3	2.2	-34.3	5.7	7.5	25.6	-11.1	92.9	0.3	87.6
CCOC(=O)c1nc(Nc2ccc(C)cc2)c2ccccc2n1
  -10.3	3.6	-3.2	5.9	0.1	.	-0.9	87.0	-1.3	85.4
CC(C)=CC(=O)OCC(=O)NC(=O)NC(C)(C)C
  40.4	2.0	-22.4	11.9	-1.2	14.8	-14.1	89.6	-0.4	91.9
O=C(NCCCn1ccnc1)c1cnn2c1NC(c1ccccc1)CC2C(F)(F)F (stereo unspecified)
  8.5	3.1	-20.0	0.0	-1.1	-14.3	1.5	89.5	-1.8	88.7
Cc1ccc(-n2[nH]c(C)c(/C=N/NC(=O)c3cccc([N+](=O)[O-])c3)c2=O)cc1C
  0.0	-0.1	-10.8	10.3	-4.7	.	0.0	3.5*	-4.1	2.5*
CCOc1ccc(NC(=O)COC(=O)c2ncc(Cl)c(Cl)c2Cl)cc1
  -0.8	3.4	-18.1	30.6	.	.	6.4	87.6	-1.6	104.3
O=C(Nc1ccc(Cl)cc1)N[C@@H]1c2c(ccc3ccccc23)OC[C@@H]1CO
  -2.8	-0.5	-24.9	2.5	.	.	1.1	77.0	-0.1	71.4
CCN1CCN(C(=S)Nc2ccc(Cl)cc2)CC1
  -6.4	1.6	-50.7	11.6	3.3	0.3	8.3	92.2	1.4	111.2
N#Cc1cccc(NC(=S)Nc2ccccc2)c1
  1.9	1.1	-47.4	2.3	-5.8	.	-0.4	93.4	-3.1	98.6
COc1ccc(C(=O)N2CCC(C(=O)c3ccc(F)cc3)CC2)cc1
  .	2.9	-15.1	8.9	.	-11.9	17.9	83.5	-0.2	78.2
Cc1[nH]c2ccccc2c1SCC(=O)O
  .	3.4	-30.4	18.6	.	-5.3	17.9	92.8	-1.2	95.0
CCc1ccc(C(=O)CSc2n[nH]c(-c3ccncc3)n2)cc1
  -4.0	7.8	-36.7	2.1	-0.2	3.3	-18.7	86.7	0.3	78.4
O=C(Oc1ccccc1-c1nnco1)c1ccc(Cl)cc1
  -11.2	3.6	-48.4	31.0	-1.0	-1.4	-13.5	55.4	-1.9	87.8
Cc1ccc(/C=N/NC(=O)c2cccc(S(=O)(=O)Nc3ccccc3Cl)c2)s1
  -3.6	4.2	-0.8	11.9	-12.5	.	2.6	79.6	-3.1	83.2
CCC(Oc1ccccc1)C(=O)Nc1ccccn1 (stereo unspecified)
  4.5	0.7	-37.5	3.1	-1.0	.	0.2	90.7	-2.4	92.7
CCOC(=O)C1CCN(C(=O)Nc2cccc(Cl)c2)CC1
  .	0.9	-0.4	1.8	.	-26.5	2.2	103.1	-3.4	97.0
COc1ccc(NC(=O)NCCCN2CCc3ccccc3C2)cc1
  -6.4	-0.7	-28.9	25.9	0.2	-0.5	-10.8	96.2	-2.7	99.0
COc1ccc2cc(Br)ccc2c1CC(=O)NC1CC(C)(C)NC(C)(C)C1
  0.9	-0.8	-14.3	10.9	0.6	-14.1	-6.3	53.6	-5.3	20.2
CC(=O)Cn1c(N2CCC(Cc3ccccc3)CC2)nc2c1c(=O)[nH]c(=O)n2C
  -8.8	-1.3	-39.2	18.6	0.3	.	-5.9	87.0	-1.7	95.7
COC(=O)c1ccc(Cl)c(NC(=O)CN(c2ccc(OC)c(OC)c2)S(C)(=O)=O)c1
  6.1	1.3	-45.0	5.9	-1.5	-0.3	1.5	90.9	-1.7	93.5
CCCCNC(=O)c1ccc2c(c1)ncn2C1CCCC1
  -0.7	1.2	-37.2	5.8	-0.3	.	-14.2	93.4	-1.1	91.0
CN1CCN(C(=O)/C=C\c2ccc(Cl)cc2)CC1
  -4.7	-0.9	14.2	5.4	-0.5	-0.8	2.3	102.6	-0.5	102.7
Cc1ccc(S(=O)(=O)Nc2ccc3c(c2)nc2n3CCN(Cc3ccccc3)C2)cc1
  -17.4	1.0	-9.3	38.7	-0.8	17.8	6.3	84.5	-3.5	84.2
Cc1[nH]c2ccccc2c1Cc1nnc(SCc2ccccc2)o1
  -9.0	3.8	-22.0	7.2	.	-0.9	5.8	87.6	-2.0	79.0
Cc1cccc(NC(=O)CSc2nnc(-c3ccco3)o2)c1C
  -24.9	4.8	-38.0	8.3	-0.2	-19.7	-9.6	96.7	-2.0	89.2
CCCNC(=S)Nc1ccc(Oc2ccccc2)cc1
  -10.9	-1.7	-2.8	2.0	-1.3	15.7	9.3	50.8	-4.0	58.8
O=C(c1ccco1)N1CCN(C(c2ccc(F)cc2)c2nnnn2Cc2cccs2)CC1 (stereo unspecified)
  -2.7	-0.3	-37.8	6.5	-3.2	1.7	-8.2	101.1	-0.7	90.0
COc1cc2c(cc1NC(=O)CSc1ccc(C)cc1)oc1ccccc12
  -1.2	6.3	-63.3	4.4	.	0.3	-1.6	99.4	3.4	78.6
Fc1ccc(CSc2ccc(-c3ccco3)nn2)cc1
  -5.5	4.9	-8.0	7.2	-12.0	-26.9	-2.7	99.2	1.8	93.0
Cc1ccc(N(NC(=O)C(O)(c2ccccc2)c2ccccc2)C(=O)CCl)cc1
  5.3	11.4	-43.3	0.9	2.5	.	48.0*	3.3*	-5.0	3.4*
COc1ccccc1NC(=O)c1ccc(S(=O)(=O)N(C)C)cc1
  1.9	-0.4	-5.2	2.6	-1.7	15.3	0.1	93.0	-1.2	89.0
COc1ccc2c(=O)c(-c3cnn(-c4ccccc4)c3)c(C)oc2c1
  -1.9	10.7	-28.0	4.0	2.1	-39.9	8.1	84.0	1.1	102.0
O=C(NNC1=C(C(=O)C(F)(F)F)CCC1)c1cccc(Cl)c1
  3.9	2.2	-5.9	2.3	-2.9	15.1	-1.0	37.3	6.5*	37.3
Clc1ccc(-c2cnc(Oc3ccccc3)nc2)cc1
  -10.6	2.8	-23.4	6.4	.	-0.1	1.0	76.7	1.7	74.8
CCCn1c2c(c(O)c(C(=O)Nc3nccs3)c1=O)CCCC2
  -9.1	2.0	19.9	26.9	-1.0	.	-4.6	17.6	-1.4	21.9
CC(/C=N/n1c(-c2cc(C)[nH]n2)n[nH]c1=S)=C\c1ccccc1
  -6.2	7.8	-16.2	21.2	-10.3	-14.2	3.0	87.8	-2.0	93.5
Cc1ccc(S(=O)(=O)N2CCCC2C(=O)Nn2cnnc2)cc1 (stereo unspecified)
  -0.6	0.2	-9.5	4.6	1.3	16.9	9.4	91.0	-2.2	87.2
O=C(c1ccccc1)c1ccc(OC(=O)N2CCOCC2)cc1
  -17.2	-1.1	-6.1	1.6	-0.6	-22.1	-6.9	78.2	-0.1	78.6
CC(C)CNC(=O)NC(=O)COC(=O)c1ccccc1Sc1ccc(C(F)(F)F)cc1[N+](=O)[O-]
  -3.0	8.8	-21.4	10.2	-9.5	.	4.1	56.0	-2.2	61.3
COc1ccccc1CC(=O)Nc1cccc(C(=O)NN2C(=O)c3ccccc3C2=O)c1
  1.6	-1.8	4.5	12.9	-11.2	0.7	4.1	93.2	0.3	93.3
Cc1onc(-c2c(Cl)cccc2Cl)c1C(=O)NCCc1ccc(S(N)(=O)=O)cc1
  -4.4	-1.3	-5.0	6.7	3.8	1.5	-6.9	84.8	-3.1	85.9
Cn1ccnc1SCC(=O)NC1CCCCC1
  -14.9	2.0	-11.7	4.9	1.5	5.0	-5.8	101.8	-3.5	96.8
O=C(Nc1nc(-c2ccc3ccccc3c2)cs1)c1ccc(N2C(=O)CCC2=O)cc1
  2.1	-1.2	-33.9	5.5	.	-2.0	-0.7	56.8	0.5	41.8
Cc1ccc(Nc2nnc(SCC(=O)NCc3ccco3)s2)cc1
  -9.3	4.8	-30.2	7.5	0.0	-49.9	2.8	94.8	0.2	100.5
O=C(NCCC1=CCCCC1)c1ccc(Cl)c(S(=O)(=O)Nc2ccccc2)c1
  2.5	2.6	-0.4	3.4	-0.5	-34.1	-5.8	61.3	0.1	69.7
O=C(/C=C/c1ccc(Cl)cc1Cl)N1CCc2ccccc21
  2.7	14.1	-50.4	6.7	-0.6	.	3.2	90.5	2.1	90.2
O=c1c2c(nc3c(-c4cccc(Br)c4)c[nH]n13)CCCC2
  -1.9	2.7	-44.2	1.6	0.6	.	16.9	15.3	-2.4	7.8
CCOC(=O)N1CCOCCOCCN(C(=O)OCC)CCOCC1
  -8.3	2.8	-42.8	3.8	-1.0	.	-4.0	77.1	-0.2	98.3
CCOc1ccc(NC(=O)CN(C)S(=O)(=O)c2cccs2)cc1
  -3.3	2.7	-89.5	17.3	-0.1	4.7	-14.8	94.6	0.2	102.2
CC(=O)NCc1nc2ccccc2n1Cc1ccccc1C
  -2.0	0.1	22.8	6.8	-1.5	19.5	1.9	94.0	-2.7	102.6
O=C(c1cnccn1)N(Cc1cccs1)C1(C(=O)NC2CCCCC2)CCCCC1
  0.4	20.8*	6.5	7.5	-7.2	2.6	-1.0	73.7	-0.8	84.7
Cc1cc(C)cc(OCC(=O)NNC(=O)c2cc3ccccc3oc2=O)c1
  -5.1	2.2	-20.9	3.2	.	9.8	-11.3	77.0	-0.8	79.7
CCOCCCN1CN(S(=O)(=O)c2ccc(Cl)cc2)c2nc3ccccc3nc21
  -12.4	1.7	-7.2	12.8	.	-5.9	0.1	73.2	-1.6	70.4
O=C(NCc1ccccc1)C(c1cccs1)N(Cc1cccs1)C(=O)c1cnccn1 (stereo unspecified)
  -9.0	3.0	-36.0	3.0	.	25.2	7.8	74.1	-3.9	74.7
Cc1c(C(=O)NC(=S)Nc2ccccc2N2CCCC2)cccc1[N+](=O)[O-]
  4.3	-1.0	-9.6	6.7	.	.	12.6	93.4	-0.5	81.8
Cc1sc2nc(SCC(=O)N(CCO)CCO)n(C3CCCCC3)c(=O)c2c1C
  -0.5	13.8	-51.8	3.8	-0.2	.	0.7	92.0	-2.2	96.8
CCCN(Cc1cc2cc(C)ccc2[nH]c1=O)C(=O)c1cccc(OC)c1
  -6.6	-1.4	-4.4	4.9	0.5	-26.4	-1.2	72.0	-1.1	71.4
CCCCCn1c(CCNC(=O)c2cccs2)nc2ccccc21
  -5.9	2.1	-61.8	1.6	2.5	1.1	-1.9	102.2	-2.2	96.0
CCNc1nc(NCC)nc(Oc2ccc(OCC)nn2)n1
  -2.7	2.1	-35.3	-0.7	-0.9	-0.9	20.5	69.3	0.1	73.0
CCN(CC)Cc1cc(C(C)=O)ccc1O
  -0.3	-3.7	-57.2	14.2	-1.1	47.5*	-3.8	105.3	0.2	120.4
O=C1OCCC1Sc1nnc(-c2ccccc2)o1 (stereo unspecified)
  -18.8	1.9	11.2	2.7	0.4	27.5	7.7	103.1	-1.2	109.6
CCCN(CCC)C(=O)Cc1coc2ccc3ccccc3c12
  -3.3	8.9	-44.7	12.2	-0.4	6.7	13.0	66.1	-3.3	61.5
